Bioassay records deposited in PubChem BioAssay by several laboratories.
NR2E3 ag-1: agonists of human NR2E3 nuclear receptor | 360,000 tested, 0.35% active | AID 602229 | Q9Y5X4 | CHO-S Gal4-NCOR/VP16-NR2E3 two-hybrid, luciferase | inhibition of corepressor binding, % at 3.98 µM;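 active = inhibition above the mean of all tested compounds plus 3 SD, cut at about 70% in these data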;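 note: 0% = DMSO with NR2E3 transfected cells and 100% = cells lacking NR2E3 construct; higher means lower luciferase signal from less NR2E3 corepressor binding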
Target sequence (Q9Y5X4 whole entry, looked up, the tested form may be a part): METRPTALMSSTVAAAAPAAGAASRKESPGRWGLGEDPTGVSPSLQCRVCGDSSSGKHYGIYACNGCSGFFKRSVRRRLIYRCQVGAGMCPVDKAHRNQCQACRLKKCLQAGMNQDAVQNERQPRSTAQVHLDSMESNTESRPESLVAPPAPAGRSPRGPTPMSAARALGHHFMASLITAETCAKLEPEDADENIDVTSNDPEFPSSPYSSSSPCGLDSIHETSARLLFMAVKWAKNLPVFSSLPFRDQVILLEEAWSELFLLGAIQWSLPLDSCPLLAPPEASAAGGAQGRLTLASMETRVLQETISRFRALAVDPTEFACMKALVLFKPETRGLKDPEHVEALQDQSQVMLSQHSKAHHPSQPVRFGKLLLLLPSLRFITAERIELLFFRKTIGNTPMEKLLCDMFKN
TRPM1 prom inh: inhibitors of MITF-driven TRPM1 promoter in melanoma cells | SK-MEL-5 TRPM1 promoter luciferase, 24 h | inhibition, % at 12.5 µM | 330,000 tested, 0.83% active | AID 488899;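 active = mean inhibition across replicates of 60% or more, whatever share of single replicates reaches that level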; note: values of inactives mirror those of a sister screen read the other way
PDI inh: inhibitors of human protein disulfide isomerase; P07237; PDI insulin aggregation turbidity, A650, 90 min; inhibition, % at 10 µM; 350,000 tested, 0.052% active; AID 588391;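 active = mean inhibition across replicates of 30% or more, whatever share of single replicates reach that level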;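 note: absorbance from insulin aggregation driven by PDI reduction with DTT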
NR2E3 ag-2: NR2E3 (human) agonism | inhibition of corepressor binding, % at 4.78 µM | Q9Y5X4 | 320,000 tested, 0.12% active | GST-NR2E3/biotin-RetCOR TR-FRET, 1536-well | AID 2300;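 active = percent inhibition above the cutoff of mean plus 3 SD of all tested compounds, set per screening campaign, cut at about 20% in these data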;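 note: 0% = DMSO wells and 100% = biotin wells as full block of FRET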
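Material: NR2E3–RetCOR corepressor complex | Quantity: 1.35 nM GST-tagged NR2E3 final | Schedule: 5 h at 4 °C | Replication: Singlicate compound wells | Reagent: RetCOR corepressor, biotinylated, 7 nM | Controls: Biotin wells as high control, 0.6% DMSO wells as low control | Signal: TR-FRET, Eu(K)-anti-GST donor, streptavidin-D2 acceptor, ex 340, em 617/671 nm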
Cardio protect: protects H9c2 cardiomyocytes from peroxide injury; H2O2 injury protection, ATPLite, 2 h; protection from H2O2 cell death, % at 20 µM; 360,000 tested, 0.63% active; AID 588492;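 active = compounds giving at least 50% protection of heart cells from peroxide-induced death in the single-dose screen, raw or plate-pattern-corrected value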;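 note: 0% = DMSO wells with peroxide and 100% = DMSO wells without peroxide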
iPSC survival up: enhancers of human iPSC single-cell survival; hiPSC single-cell survival, ATPlite luminescence; 100% = ROCK inhibitor wells, 0% = DMSO; survival enhancement, % at 20 µM; 360,000 tested, 0.044% active; in the data active = survival enhancement above about 18%;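 note: cells exposed to compounds for 16 hours before the ATP read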
HIF-2a block: blocks HIF-2a reporter activity | inhibition, % at 18.8 µM | AID 624352 | 786-0 RCC cells HIF-2a reporter, luciferase luminescence, overnight | 360,000 tested, 0.72% active;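 active = inhibition of the luminescence signal of 40% or more relative to plate controls, in a single-dose primary screen at 18.75 µM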
CaV13 ICDI inh: Disruptors of the CACNA1D IQ motif to Ca2+-dependent inactivation inhibitor domain association, primary screening, Förster resonance energy transfer in intact living …. 340,000 tested, 0.098% active. inhibition, % at 12.3 µM. HEK cells, CFP/YFP FRET ICDI-IQ, plate reader, 10 min; percent FRET-ratio fall versus neutral wells. AID 743397;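 active = mean replicate inhibition of at least 30% and at least 1% of replicates passing that level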;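 note: 0% = median of the neutral control wells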
Peg3 promoter: inhibitors of Peg3 promoter; HeLa PEG-Prom luciferase reporter, luminescence, overnight; inhibition, % at 20 µM; 360,000 tested, 1.7% active; AID 588405;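 active = inhibition of at least 50% at 20 µM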
Shn3 3UTR inh: reduces Shn3 3'UTR luciferase signal in osteoblasts; 360,000 tested, 0.52% active; inhibition, % at 12.5 µM; AID 588674; Clone20 osteoblast Shn3 3'UTR firefly luciferase, 24 h;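 active = mean inhibition of at least 75% with every replicate also reaching 75%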;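 note: 0% = median of neutral control wells and 100% = pilot-screen positive control compound; some compounds past the cut are filed as inactive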
m5-HT2A agonist: agonists of mouse serotonin 5-HT2A receptor (HTR2A) | 360,000 tested, 0.66% active | AID 624169 | CHO-K1 mHTR2A beta-arrestin complementation, luminescence; percent of 30 µM serotonin response | P35363 | activation, % at 7.6 µM;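 active = activation above a run cutoff, the mean activation of all tested compounds plus 3 SD, cut at about 14% in these data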;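 note: 0% = plate median of compound wells and 100% = 30 µM serotonin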
Target sequence (P35363 whole entry, looked up): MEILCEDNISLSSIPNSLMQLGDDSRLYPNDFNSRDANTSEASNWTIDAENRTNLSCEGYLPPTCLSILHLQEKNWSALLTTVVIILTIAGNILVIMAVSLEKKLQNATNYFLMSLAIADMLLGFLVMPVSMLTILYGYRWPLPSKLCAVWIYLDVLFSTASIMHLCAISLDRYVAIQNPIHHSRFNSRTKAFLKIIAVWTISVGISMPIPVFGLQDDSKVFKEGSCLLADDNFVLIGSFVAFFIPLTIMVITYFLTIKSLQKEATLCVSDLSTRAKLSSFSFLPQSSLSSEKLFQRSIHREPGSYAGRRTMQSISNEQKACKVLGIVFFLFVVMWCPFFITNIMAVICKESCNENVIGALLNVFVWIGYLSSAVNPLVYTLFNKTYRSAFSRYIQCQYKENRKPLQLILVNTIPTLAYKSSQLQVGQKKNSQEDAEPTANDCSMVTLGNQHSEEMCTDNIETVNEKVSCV
Starred values were filed as active, the others as inactive; . = no result given. Outcome played no part in choosing rows, and some 3.9% of all compounds hit somewhere here.

SMILES	NR2E3 ag-1	TRPM1 prom inh	PDI inh	NR2E3 ag-2	Cardio protect	iPSC survival up	HIF-2a block	CaV13 ICDI inh	Peg3 promoter	Shn3 3UTR inh	m5-HT2A agonist
Cc1cc(Nc2ccc(Br)cc2F)n2nc(C)nc2n1	-25.1	-2.4	.	1.8	11.1	-0.1	11.8	-5.7	18.6	-5.4	0.7
Cc1ccc(-n2c(C)cc(C(=O)CSc3nncs3)c2C)cc1	-86.8	-27.9	-5.0	3.1	-23.1	-3.3	-230.8	-7.6	-256.0	4.9	3.4
COc1ccc(C)cc1NC(=O)C(=O)N/N=C(\C)CC(=O)Nc1cccnc1	-27.4	8.5	-1.7	-3.5	3.5	4.3	13.9	-4.1	-6.0	-8.3	2.1
COc1cc(/C=N/NC(=O)c2ccncc2)c([N+](=O)[O-])cc1OC	-15.0	9.9	-9.8	3.1	7.1	-0.5	9.7	-4.6	12.6	2.0	5.3
COc1ccc(CNC(=O)CCS(=O)(=O)c2ccc3c(c2)oc(=O)n3C)cc1	-9.3	1.3	7.9	-1.5	-4.2	-0.7	5.0	-3.4	8.9	-10.9	-0.2
Cc1cc(C)n(-c2nc(SCC(=O)Nc3nccs3)c3c4c(sc3n2)COC(C)(C)C4)n1	-7.3	1.1	6.5	2.7	43.9	8.6	-7.2	-1.8	-20.4	12.7	-0.6
Cc1nc(N)sc1-c1csc(Nc2ccccn2)n1	-72.3	1.4	24.9	.	2.7	-2.1	-135.0	.	-270.5	-87.5	-1.2
Cc1cc(C)c2nc(Nc3nc(-c4ccccc4)cc(=O)[nH]3)nc(C)c2c1	-11.8	-1.5	-1.0	-3.1	18.5	-0.5	-92.2	-6.5	-43.3	-19.8	0.6
CCOc1cc(S(=O)(=O)N2CCCC2)c(C)cc1C	-52.7	-3.9	-3.4	0.1	-6.1	-0.3	8.5	-3.8	-19.0	15.9	2.7
O=S(=O)(Nc1cc(Cl)ccc1N1CCOCC1)c1ccccc1Cl	22.6	2.2	2.4	1.7	-3.1	3.4	-17.1	-1.5	5.7	13.9	-6.7
CC[C@]12c3[nH]c4cc(-c5ccco5)ccc4c3CCN1C(=O)[C@@H](CC(=O)NCC13CC4CC(CC(C4)C1)C3)C[C@@H]2C(=O)N1CCN(C(=O)C2CC2)CC1	-25.7	25.4	11.8	.	-19.5	-0.6	-15.7	-2.9	19.3	58.7	1.9
O=S(=O)(NCC(c1cccnc1)N1CCN(c2ccc(F)cc2)CC1)c1cccs1 (configuration not stated)	-1.1	.	.	1.3	4.2	-1.1	-0.5	-6.7	10.8	2.6	-5.5
CC(C)(C)NC(=O)CN(c1cccc([N+](=O)[O-])c1)S(=O)(=O)c1ccccc1	1.2	5.1	1.3	-2.8	3.0	-0.1	6.7	-3.7	11.8	10.9	-6.6
Cc1ccc(NC(=S)N(Cc2ccco2)C(C)c2cccs2)cc1 (configuration not stated)	-9.9	9.1	0.3	-0.8	-6.7	-0.1	11.0	-6.3	4.2	-4.2	2.1
COc1ccc(C(=O)NC2CC2)cc1OC1CCN(Cc2ccccc2F)CC1	-22.6	5.4	-5.5	1.9	5.7	-0.5	19.4	-6.3	8.1	-44.6	-8.2
O=C(OCc1cc(=O)n2c(n1)sc1ccccc12)c1ccc(O)cc1	-44.8	-4.9	6.7	-2.7	-5.7	0.6	-292.4	-2.2	-168.5	-21.5	5.9
COC(=O)c1cc(C#N)c(N(C)Cc2ccccc2)nc1C	-13.5	-31.2	5.0	-0.3	-12.1	-0.5	-131.3	.	-82.8	-20.1	2.9
Cc1ccc(NC(=O)NCCCc2ccccc2)cc1	-39.6	-39.5	1.0	-0.4	-1.9	-0.7	-170.7	-6.5	-99.7	-7.8	-3.6
CCn1c(CSc2nc(C)cc(C)n2)nnc1SCC(=O)Nc1ccccc1	5.8	-1.7	2.9	-2.6	5.1	-0.6	9.7	-5.2	9.0	1.4	-5.5
CN(C)c1oc(-c2ccc(OCc3ccc(Cl)cc3)cc2)nc1C#N	-26.5	10.4	5.3	-1.1	-9.5	-2.9	-13.1	-5.2	-35.9	13.8	-0.7
CCOc1ccc(/C=C/C(=O)N(CC)CC(=O)NCc2cccs2)cc1OC	10.3	-3.4	-6.4	1.1	-3.0	-0.3	-0.3	-6.1	-5.8	-11.9	-9.9
CC(C)=C1C2CCC1C1C(=O)N(NC(=O)c3ccco3)C(=O)C21 (configuration not stated)	-1.3	2.2	10.9	-0.5	2.8	-1.9	18.8	-2.7	-7.3	-17.3	3.1
COc1ccc(S(=O)(=O)N2CCCCCC2)cc1C(=O)N(C)CC(=O)Nc1cc(C)ccc1C	4.7	12.6	4.8	.	-1.0	0.3	9.0	-6.0	-1.2	13.6	2.6
COc1cccc(CNC(=O)CCNS(=O)(=O)c2ccc3c(c2)CC(C)N3C(C)=O)c1 (configuration not stated)	3.4	-3.7	-6.9	2.9	4.3	0.2	13.6	-1.9	6.8	-0.2	9.8
O=C(O)C(C(=O)/C=C/c1ccco1)=C1SCCS1	-13.3	-14.9	20.5	-0.5	17.9	5.9	-27.3	.	-3.4	-16.4	-1.3

Copied from above (3 entries):
SMILES	NR2E3 ag-1	TRPM1 prom inh	PDI inh	NR2E3 ag-2	Cardio protect	iPSC survival up	HIF-2a block	CaV13 ICDI inh	Peg3 promoter	Shn3 3UTR inh	m5-HT2A agonist
Cc1cc(Nc2ccc(Br)cc2F)n2nc(C)nc2n1	-25.1	-2.4	.	1.8	11.1	-0.1	11.8	-5.7	18.6	-5.4	0.7
Cc1ccc(-n2c(C)cc(C(=O)CSc3nncs3)c2C)cc1	-86.8	-27.9	-5.0	3.1	-23.1	-3.3	-230.8	-7.6	-256.0	4.9	3.4
COc1ccc(C)cc1NC(=O)C(=O)N/N=C(\C)CC(=O)Nc1cccnc1	-27.4	8.5	-1.7	-3.5	3.5	4.3	13.9	-4.1	-6.0	-8.3	2.1

Further structures follow:
SMILES	NR2E3 ag-1	TRPM1 prom inh	PDI inh	NR2E3 ag-2	Cardio protect	iPSC survival up	HIF-2a block	CaV13 ICDI inh	Peg3 promoter	Shn3 3UTR inh	m5-HT2A agonist
COc1ccc(C(=O)COC(=O)CN2C(=O)C3C4C=CC(C5CC45)C3C2=O)cc1 (configuration not stated)	-0.7	1.6	-0.6	-0.6	-3.3	-0.7	-5.3	-2.8	-1.9	-9.2	-0.2
CCNC(=S)NNC(=O)c1cccn(Cc2ccc(Cl)cc2)c1=O	-5.5	3.4	-4.2	5.6	0.7	0.8	17.1	-5.4	13.6	-1.2	3.2
O=C(c1nc2ccccn2c1CNCCCn1nnc2ccccc21)N1CCOCC1	9.1	-18.6	-1.6	-1.7	6.1	4.9	21.9	-6.2	19.2	5.5	-2.5
C/C(CC(=O)NC1CCCCCC1)=N\NC(=O)c1cnccn1	24.8	0.6	8.9	-0.8	3.8	1.9	-1.0	-3.0	4.2	-3.4	-1.8
COc1ccccc1OCCCn1c(=O)sc2ccccc21	-45.8	-57.5	3.8	0.4	-1.9	1.1	-145.4	-6.5	-140.4	-15.6	-4.8
O=C(NNS(=O)(=O)c1ccccc1)c1sccc1-n1cccc1	6.0	-1.0	2.5	1.7	5.5	1.6	13.0	-4.0	17.1	-8.8	2.7
Cc1cc(C(=O)NC2CCN(Cc3ccccc3)CC2)n[nH]1	8.5	4.7	2.4	2.0	6.6	-0.4	5.6	-7.5	1.2	-5.1	-6.5
COc1cc(C(=S)N2CCOCC2)ccc1OC(=O)c1ccccc1[N+](=O)[O-]	-38.3	-12.7	2.9	2.8	5.9	0.4	15.6	-8.8	9.7	-10.6	-3.8
O=C(CCS(=O)(=O)c1ccc(Br)s1)NC1CCCCCC1	-17.1	-10.9	0.9	1.5	0.4	-3.9	8.8	.	-5.6	-12.2	-2.1
CC(C)OC(=O)c1c(NC(=O)Cn2cnc([N+](=O)[O-])n2)sc2c1CCCC2	11.0	1.2	-4.1	-1.5	4.5	4.4	19.7	-4.9	7.9	12.7	0.8
Cc1ccc(CNC(=O)CC(C)S(=O)(=O)c2ccc3c(c2)NC(=O)C(C)S3)cc1 (configuration not stated)	-9.1	17.8	2.4	-1.7	-4.6	-0.2	8.6	-6.9	13.6	27.3	-2.2
CC(=O)NC(c1cccs1)c1cc(F)c2cccnc2c1O (configuration not stated)	-68.2	43.8	1.3	1.5	22.6	-2.8	3.3	-5.3	36.1	84.1	-17.7
COc1ccc(C(CC(=O)c2ccccc2)CC(=O)c2ccccc2)cc1OC	-2.5	-9.4	4.7	2.9	11.2	-1.3	12.1	6.6	19.1	6.9	-5.0
COc1ccc(Cl)cc1N(CC(=O)NC(C)(C)C)S(=O)(=O)c1ccc(C)c([N+](=O)[O-])c1	5.1	-0.8	-1.3	0.1	8.6	4.6	25.1	-5.9	32.5	-19.1	3.1
Cc1cccc2c1cnn2C(=O)Nc1cc(F)ccc1F	-28.2	-18.1	9.9	-0.3	-6.7	-0.1	-260.0	-20.1	-378.9	-48.1	4.0
COc1ccc(CCNC(=O)CSc2nc(=O)n3cccc(C)c3n2)cc1OC	14.9	5.1	6.0	-0.5	5.2	-0.2	-3.4	-2.1	-24.5	-8.3	-8.5
COc1cc(OC)cc(C(=O)NC(=S)Nc2nc(-c3cc4ccccc4o3)cs2)c1	-12.2	-17.0	6.2	-2.2	-5.5	0.0	-8.3	-6.6	-18.1	-13.6	-2.9
O=C(c1ccc(F)cc1)c1cn(Cc2ccc(F)cc2)c2cc3c(cc2c1=O)OCCO3	-7.5	.	-6.1	6.0	23.2	-1.1	13.7	-5.1	18.2	8.6	-1.5
O=C(CN(C(=O)c1csnn1)c1ccc(Br)cc1)NC1CCCCC1	-52.6	-1.8	23.0	-3.9	7.1	3.0	-29.7	-2.5	-26.3	9.3	2.8
O=C(Nc1ccc(N=Nc2ccccc2)cc1)c1ccccc1Cl	-120.0	-117.8	0.4	-0.4	-12.3	-1.4	-191.8	-5.7	-331.4	-41.0	0.6
O=C(COC(=O)c1cc(S(=O)(=O)N2CCc3ccccc3C2)ccc1Cl)NCc1ccco1	6.7	-1.0	11.7	-0.4	25.0	-0.1	3.6	-3.4	3.1	2.4	1.1
CCOc1ccc(S(=O)(=O)Nc2cccc(C(=O)NCC(c3ccc(OC)cc3)N3CCOCC3)c2)cc1 (configuration not stated)	-6.7	1.9	-5.4	0.7	-2.6	-0.3	17.5	-5.1	19.5	1.3	-5.2
Cc1c(/C=N/NC(=O)c2cccnc2)cc(C#N)n1C	-34.4	-2.3	8.1	3.7	7.8	6.8	13.9	-2.0	18.3	-7.5	-0.8
Cc1nc(NC(C)(C)CO)c([N+](=O)[O-])cc1[N+](=O)[O-]	-13.2	1.3	5.5	-0.7	-1.9	-0.9	14.6	-3.8	4.7	-12.3	3.3
